Kir21 block – inhibitors of mouse Kir2.1 inward-rectifier potassium channel; HEK293-Kir2.1, FluxOR thallium flux fluorescence; stronger effect = lower value; B-score at 10 µM; 0.85% of 310,000 active; AID 1672, 2009;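 active = fluorescence ratio B-score at or below minus 3 SD of library scores, with starting-brightness B-score within 2 SD, cut at about -4.2 in these data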;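 note: channel flux triggered by added potassium and thallium sulfate stimulus; B-score of peak minus minimum fluorescence over baseline after thallium stimulus; more negative B-score means stronger Kir2.1 block with less thallium influx; some compounds called inactive have numbers as strong as hits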
KCNQ2 inh – KCNQ2 potassium channel inhibitors, primary screen, cell-based, CHO-K1, FluxOR thallium flux, B-score (AID 2156) | Potassium voltage-gated channel subfamily KQT member 2 (Rattus norvegicus), O88943 | 20 min; stronger effect = lower value | B-score at 10 µM | 1.1% of 310,000 active;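 active = fluorescence ratio B-score at most minus 3 library SDs, with starting brightness B-score within 2 library SDs, cut at about -5.5 in these data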
Target sequence (O88943 whole entry, looked up): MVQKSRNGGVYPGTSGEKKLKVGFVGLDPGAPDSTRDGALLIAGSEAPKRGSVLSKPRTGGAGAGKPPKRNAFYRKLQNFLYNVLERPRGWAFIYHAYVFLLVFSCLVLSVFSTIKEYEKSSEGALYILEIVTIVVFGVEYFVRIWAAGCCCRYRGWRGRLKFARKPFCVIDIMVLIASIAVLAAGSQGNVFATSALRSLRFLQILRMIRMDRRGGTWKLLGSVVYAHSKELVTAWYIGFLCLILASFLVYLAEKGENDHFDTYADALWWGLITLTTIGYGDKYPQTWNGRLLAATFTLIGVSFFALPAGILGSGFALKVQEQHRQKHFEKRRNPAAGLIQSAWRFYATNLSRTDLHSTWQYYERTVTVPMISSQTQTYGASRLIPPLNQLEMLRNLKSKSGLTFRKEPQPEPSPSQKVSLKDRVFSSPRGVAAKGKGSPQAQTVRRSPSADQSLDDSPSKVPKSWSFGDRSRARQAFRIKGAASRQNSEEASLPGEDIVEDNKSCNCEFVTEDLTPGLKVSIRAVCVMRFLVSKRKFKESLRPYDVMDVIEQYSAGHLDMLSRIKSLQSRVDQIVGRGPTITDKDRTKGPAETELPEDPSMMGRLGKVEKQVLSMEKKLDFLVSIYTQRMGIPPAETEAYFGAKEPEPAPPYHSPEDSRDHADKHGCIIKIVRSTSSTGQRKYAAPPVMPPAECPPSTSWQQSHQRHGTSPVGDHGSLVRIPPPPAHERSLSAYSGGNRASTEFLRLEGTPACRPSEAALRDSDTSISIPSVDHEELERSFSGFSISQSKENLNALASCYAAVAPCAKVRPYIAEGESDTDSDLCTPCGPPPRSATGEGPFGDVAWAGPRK
Numbers without * were called inactive; i = inactive.

SMILES | Kir21 block | KCNQ2 inh
CCCCn1c(N)c(N(Cc2ccccc2OC)C(=O)c2ccc([N+](=O)[O-])s2)c(=O)[nH]c1=O | -0.35 | i
COc1nc(C)nc2c1sc1nc3c(cc12)COC(C)(C)C3 | 1.17 | i
CC(Oc1ccccc1)C(=O)N=Nc1c(O)[nH]c2ccc([N+](=O)[O-])cc12 (stereo not drawn) | -0.25 | i
COc1ccc(Cn2c(N)c(C#N)c3nc4ccccc4nc32)cc1 | -0.43 | i
CC1CCCCC1NC(=S)NC(=O)c1cccs1 (stereo not drawn) | 0.01 | i
CCOc1ccc(-n2c(=S)sc3c(=O)n(-c4ccccc4)c(SCC(=O)O)nc32)cc1 | 0.23 | i
Cc1ccc(/C(O)=C2/C(=O)C(=O)N(c3ccccn3)C2c2ccc([N+](=O)[O-])cc2)cc1 (stereo not drawn) | 1.44 | i
N#C/C(=C/c1ccc(N2CCCCC2)o1)C(=O)Nc1ccc(Cl)cc1 | -0.78 | i
O=c1c(Cc2c(F)cccc2Cl)c(O)ccn1CCCN1CCOCC1 | 0.67 | i
C=C(C)COc1ccc(-c2[nH]ncc2Oc2ccc(OC)cc2)c(O)c1 | 1.51 | i
COc1ccc(N(CC(=O)N2CCN(Cc3ccccc3)CC2)S(C)(=O)=O)cc1Cl | -1.31 | i
COc1ccc(-c2c(C)[nH]n3c(=O)c(Cc4ccccc4)c(C)nc23)cc1OC | 2.35 | i
COc1ccccc1/C=C/C(=O)NCC(=O)n1nc(C)cc1C | -0.29 | i
CCCCCOc1ccc(C2C(C(C)=O)=C(C)Nc3ncnn32)cc1OC (stereo not drawn) | 2.23 | i
CCCCN(C(=O)c1ccc2c(c1)OCO2)c1ccccc1 | -5.4* | i
CCNS(=O)(=O)c1ccc(OC)c(C)c1 | 0 | i
Cc1nnc(SCC(=O)c2c(N)n(C)c(=O)n(C)c2=O)[nH]c1=O | 1.88 | i
CC(C)c1nnc(NC(=O)CCS(=O)(=O)c2ccccc2)s1 | 0.16 | i
COC(=O)CCC(=O)OC1(C)C(=O)C2=CN(Cc3ccco3)C(c3ccc(OC)cc3)=CC2=C(Br)C1=O (stereo not drawn) | 0.41 | i
COCCCN=C1NN=C(c2cc(C)n(Cc3ccco3)c2C)CS1 | -2.99 | i
CC1(C(=O)NCCN2CCOCC2)C=CCN1C(=O)c1ccccc1 (stereo not drawn) | -0.19 | i
CCOC(=O)C1=C(N)Oc2ccc3ccccc3c2C1c1cccnc1 (stereo not drawn) | 0.05 | i
CC(=O)c1ccc(NC(=O)C(C)OC(=O)c2cccc(-n3cnnn3)c2)cc1 (stereo not drawn) | 0.43 | i
COc1ccc(C(=O)COc2ccc(F)cc2)c(O)c1 | -0.4 | i
O=C(Nc1ccccc1F)c1cc(-c2ccco2)nc2ccccc12 | 0.04 | i
Cc1c(CNCCCc2ccccc2)c(C(=O)O)c(C)n1Cc1ccccc1 | 1.11 | i
COc1ccc(-n2ccnc(SCC(=O)NC3CCCC3)c2=O)cc1 | -0.23 | i
Cc1noc(NS(=O)(=O)c2ccc(NC(=O)C34CC5CC(C3)CC(n3cnc(Cl)n3)(C5)C4)cc2)c1C | 1.75 | i
COC(=O)CNC(=O)CSc1ccccn1 | -1.4 | i
Cc1ccc(N(C(=O)CS(=O)CC(=O)Nc2ccc(F)cc2)C(C(=O)NC2CCCCC2)c2ccco2)cc1 (stereo not drawn) | -0.68 | i
CCC(=O)NC1(C(F)(F)F)C(=O)Nc2c1c(=O)n(C)c(=O)n2C (stereo not drawn) | -1.15 | i
Clc1ccc2c(c1)c1cc(Cl)ccc1n2CN1CCOCC1 | -0.21 | i
Cc1cc(C(F)F)n2ncc(C(=O)NCCc3ccc(Cl)cc3)c2n1 | -1.85 | i
Cc1ccc(C)c(NC(=S)NNc2ccc(F)cc2F)c1 | 0.91 | i
Cc1cc(-c2nn(-c3ccccc3F)cc2CNCCc2cnccn2)c(C)s1 | -0.02 | i
CCc1cc(N2CCOCC2)cc2c1[nH]c1ccccc12 | -0.48 | i
COc1ccccc1NC(=O)Cc1nnc(SCC(=O)NC2CCCC2)n1C | 0.32 | i
O=C(Nc1ccccc1)/C(=C/c1ccc2c(c1)OCO2)NC(=O)c1ccco1 | 1.08 | i
O=C(NCCN1CCOCC1)c1cc(Sc2cccc(Cl)c2)nc2ccccc12 | 0.01 | i
N#CCC(=O)N/N=C/c1cn(Cc2ccc(Cl)c(Cl)c2)c2ccccc12 | -1.79 | i
COc1ccc(/C=N/NC(=S)Nc2cc(C(F)(F)F)ccc2Cl)cc1 | -0.86 | i
CC1CCCC(C)N1CCCNC(=O)C(=O)Nc1ccc2nc3n(c(=O)c2c1)CCCCC3 (stereo not drawn) | 1.81 | i
Cc1ccc(NC(=O)CN2C(=O)NC3(CCCCC3C)C2=O)cc1S(=O)(=O)N1CCCCC1 (stereo not drawn) | 2.05 | i
COCCNC(=O)c1ccc(N(C)S(=O)(=O)c2ccc(OC)c(OC)c2)cc1 | 1.8 | i
Cc1nc([N+](=O)[O-])c(N2CCN(Cc3ccccc3)CC2)n1Cc1ccccc1 | -0.81 | i
CCc1c(C)sc(NC(=O)C2CC2c2ccccc2)c1C(N)=O (stereo not drawn) | -0.91 | i
COc1cc(C(F)(F)F)ccc1C(=O)NCCc1ccco1 | -0.56 | i
CCOC(=O)c1sc2nc(CSc3ccccc3)[nH]c(=O)c2c1C | 0.99 | i
CCOC(=O)N1CCN(c2nc(-c3cccs3)cc(C(F)(F)F)n2)CC1 | -1.25 | i
O=C(NC1CC1)C1=C[C@H](C2CC2)C[C@H](OCCCCO)O1 | 0.34 | i
Cc1ccc(C)c(NS(=O)(=O)c2ccc3[nH]c(=O)oc3c2)c1 | 1.29 | i
COc1ccccc1CN1CC(C(=O)NCCc2ncccc2C)CCC1=O (stereo not drawn) | 0.29 | i
Cc1cccc(Sc2c([N+](=O)[O-])ncn2C)c1 | 0.31 | i
COc1ccc(OC)c(-c2nc3ccccc3nc2-c2ccccc2)c1 | 0.27 | i
CCOc1ccc2nc(N/C(N)=N/C(=S)Nc3cccc(OC)c3)nc(C)c2c1 | -0.41 | i
N#C/C(=N\Nc1cccc(Cl)c1)C(=O)c1ccccc1 | -1.21 | i
CC(=O)OCC1(C)CN(c2ccccc2)N(C(C)=O)C1=O (stereo not drawn) | -0.03 | i
Cc1nc2cc(NC(=O)CS(=O)(=O)c3ccc(F)cc3)ccc2s1 | -0.05 | i
COc1cc(/C(C)=N/NC(=O)CN2CCN(S(=O)(=O)c3ccc(C)cc3)CC2)ccc1O | 0.23 | i
Cc1cc(C)n(C(=O)CSc2nc3ccccc3o2)n1 | 1.52 | i

2 entries from above, with values under each structure.
Results follow in this order: Kir21 block, KCNQ2 inh
Cc1c(CNCCCc2ccccc2)c(C(=O)O)c(C)n1Cc1ccccc1
 : 1.11, i
CCOc1ccc(-n2c(=S)sc3c(=O)n(-c4ccccc4)c(SCC(=O)O)nc32)cc1
 : 0.23, i

Reformatted with two lines to a compound: 15 of the compounds above
Order of values: Kir21 block	KCNQ2 inh
COc1ccc(/C=N/NC(=S)Nc2cc(C(F)(F)F)ccc2Cl)cc1
  -0.86	i
CC1CCCC(C)N1CCCNC(=O)C(=O)Nc1ccc2nc3n(c(=O)c2c1)CCCCC3 (stereo not drawn)
  1.81	i
Cc1ccc(NC(=O)CN2C(=O)NC3(CCCCC3C)C2=O)cc1S(=O)(=O)N1CCCCC1 (stereo not drawn)
  2.05	i
COCCNC(=O)c1ccc(N(C)S(=O)(=O)c2ccc(OC)c(OC)c2)cc1
  1.8	i
Cc1nc([N+](=O)[O-])c(N2CCN(Cc3ccccc3)CC2)n1Cc1ccccc1
  -0.81	i
CCc1c(C)sc(NC(=O)C2CC2c2ccccc2)c1C(N)=O (stereo not drawn)
  -0.91	i
COc1cc(C(F)(F)F)ccc1C(=O)NCCc1ccco1
  -0.56	i
CCOC(=O)c1sc2nc(CSc3ccccc3)[nH]c(=O)c2c1C
  0.99	i
CCOC(=O)N1CCN(c2nc(-c3cccs3)cc(C(F)(F)F)n2)CC1
  -1.25	i
O=C(NC1CC1)C1=C[C@H](C2CC2)C[C@H](OCCCCO)O1
  0.34	i
Cc1ccc(C)c(NS(=O)(=O)c2ccc3[nH]c(=O)oc3c2)c1
  1.29	i
COc1ccccc1CN1CC(C(=O)NCCc2ncccc2C)CCC1=O (stereo not drawn)
  0.29	i
Cc1cccc(Sc2c([N+](=O)[O-])ncn2C)c1
  0.31	i
COc1ccc(OC)c(-c2nc3ccccc3nc2-c2ccccc2)c1
  0.27	i
CCOc1ccc2nc(N/C(N)=N/C(=S)Nc3cccc(OC)c3)nc(C)c2c1
  -0.41	i

The list goes on.
SMILES | Kir21 block | KCNQ2 inh
COc1ccccc1-n1nc(C)cc1N | 0.02 | i
CN1CCN(C2=C(NS(=O)(=O)c3ccccc3)C(=O)c3ccccc3C2=O)CC1 | 3.25 | i
COc1cccc(CC(=O)Nc2nc(-c3cccnc3)cs2)c1 | -0.09 | i
O=C1OC(c2ccccc2)=C/C1=C\N1CCOCC1 | 0.69 | i
O=C1NC(c2cccs2)Nc2sc3c(c21)CCCC3 (stereo not drawn) | -0.08 | i
O=C(Nc1ccccc1)c1ccc(S(=O)(=O)N2CCCCC2)cc1 | -1.15 | i
O=C(Nc1ccccc1C(F)(F)F)c1cc(S(=O)(=O)N2CCOCC2)ccc1F | -1.08 | i
Cc1ccccc1C1CCCN(Cc2nc(CC3CC3)no2)C1 (stereo not drawn) | 0.06 | i
COc1ccc(-n2ncc3c2CC(C)(C)CC3NC(=O)c2c(C)cc(=O)oc2C)cc1 (stereo not drawn) | 0.22 | i
CCOc1ccccc1NC(=O)C1CCCN(S(C)(=O)=O)C1 (stereo not drawn) | 0.13 | i
O=C(NCc1ccccc1Cl)C1CCCN1S(=O)(=O)c1ccc(F)cc1 (stereo not drawn) | 1.75 | -6.35*
CCCc1cc(=O)oc2c3c(cc(OCC(=O)NCCCn4ccnc4)c12)OC(C)(C)CC3 | -0.47 | i
COc1ccc(C(c2nnnn2C2CCCC2)N2CCc3ccccc3C2)cc1OC (stereo not drawn) | -0.12 | i
COc1ccc(CCCc2nnc(SCC(=O)Nc3cc(C)c(C)cc3Br)o2)cc1 | -3 | i
C=CCNC(=S)N/N=C/c1cn(-c2ccccc2)nc1-c1ccc(OC)cc1 | 1.58 | i
CNC(=S)N/N=C/c1cn(CCOc2ccccc2OC)c2ccccc12 | -0.02 | i
Cc1ccc(CNC(=O)CCC2CCCN(Cc3c(C)nn(C(C)C)c3C)C2)o1 (stereo not drawn) | -0.11 | i
O=c1c2ccccc2n(CC(O)CN2CCOCC2)c2ccccc12 (stereo not drawn) | 0.67 | i
CCCN1CCN(C(=O)CS(=O)(=O)Cc2nc(-c3cccc(OC)c3)oc2C)CC1 | -2.1 | i
Cc1sc2nc(CSCC(=O)Nc3ccc(OC(F)F)cc3)[nH]c(=O)c2c1C | -2.19 | i
O=C(CSc1nnc(-c2cccnc2)o1)N1CCCCC1 | 0.96 | i
COc1ccc(-c2nc(CNS(=O)(=O)c3cc(OC)ccc3OC)cs2)cc1 | -1.57 | i
O=C(O)C1Cc2ccccc2CN1C(=O)c1ccccc1 (stereo not drawn) | 0.48 | i
Cc1cccc2c(C(=O)n3cccn3)cc(-c3ccccc3Cl)nc12 | 0.56 | i
Cc1n[nH]c(=O)c2c(NC(=O)CSc3ccc(Br)cc3)oc(C)c12 | -0.03 | i
CCCNC(=O)c1ccccc1C(=O)NC1(C(=O)NCCC)CCCC1 | -0.48 | i
O=C(COC(=O)c1ccccn1)NCc1ccccc1 | -0.69 | i
C=CCc1c(N(CC)CC)nc(C)[nH]c1=O | 0.04 | i
CCOC(=O)CN(C(=O)COc1nc(-c2ccccc2)cc(C)c1C#N)c1ccccc1C | 0.94 | i
CCN(CC)Cc1c(C(=O)N/N=C/c2ccc(C)o2)nnn1-c1nonc1N | -0.88 | i
COCCCNC(=O)/C(C#N)=C/c1cc(C)[nH]c1C | 0.23 | i
CC1COc2ccccc2N1S(=O)(=O)c1ccc(Cl)cc1 (stereo not drawn) | -4.41* | i
CCOc1ccc(N2CSC(=S)N(c3ccc(OCC)cc3)C2)cc1 | -1.89 | i
Cn1c(=O)cc(SCC(=O)N2CCN(c3ccccn3)CC2)c2ccccc21 | -0.03 | i
Cc1cc(-c2ccccc2)nc(=O)[nH]1 | 1.34 | i
O=C(CNC(=O)c1ccc(Cl)cc1Cl)OCn1nnc2ccccc2c1=O | 0.01 | i
CSc1nnc(-c2ccc([N+](=O)[O-])cc2)o1 | -1.01 | i
CCOC(=O)CCCNC(=O)CCNC(=O)c1ccc(OCCC(C)C)cc1 | 1.12 | i
Cc1cc2c(ncn2Cc2ccccc2)c(NS(C)(=O)=O)c1C | 0.13 | i
COc1ccccc1OCC(=O)Nc1ccc(S(=O)(=O)N2CCCCCC2)cc1 | -0.11 | i
COCCN(CC(=O)NCC1CCCO1)C(=O)CCC(=O)Nc1cc(C)on1 (stereo not drawn) | -0.93 | i
NC(=O)CC12CC3CC(C1)CC(CC(N)=O)(C3)C2 | -0.04 | i
Cc1cc(C)cc(N=c2c([N+](=O)[O-])nn(-c3ccc(Cl)cc3)n2O)c1 | 0.86 | i
Cc1c(NC(=O)c2ccc(Cl)nc2)cccc1-c1nc2cccnc2s1 | 0.12 | i
c1ccc2cc(Cn3ccnc3)ccc2c1 | 0.3 | i
COC(=O)C1=C(C)N(C2CCCCC2)C(=O)/C1=C\c1cccs1 | -0.5 | i
COc1ccc(COCC(O)CN(Cc2ccccc2)C(C)C)cc1OC (stereo not drawn) | 0.18 | i
CCN(CC)CCCC(C)NC(=O)c1c(NC(=O)c2ccccc2)sc2c1CCCC2 (stereo not drawn) | 0.65 | i
CCCCN(Cc1ccccc1)S(=O)(=O)c1cc(Br)cc2c1N(C(C)=O)C(C)C2 (stereo not drawn) | -0.08 | i
CCOC(=O)c1sc(NC(=O)C(OC(C)=O)c2ccccc2)nc1C (stereo not drawn) | -0.11 | i
O=C(COC(=O)C1CCC1)Nc1cccc(S(=O)(=O)N2CCOCC2)c1 | 1.15 | i

Screens from PubChem.
